# EBNA-1 inh: blocks EBNA-1 binding to DNA; AID 1950; EBNA-1 DNA binding, fluorescence polarization; inhibition, % at 14.8 µM; 300,000 compounds, 0.34% hits; in the data active = inhibition above about 28%
# proCasp3 act: procaspase-3 (human) activation. P42574. recombinant procaspase-3 D3A, Ac-DEVD-pNA absorbance 405 nm. activation, % at 8.5 µM. 330,000 compounds, 0.11% hits;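 active = activation above the mean of all tested compounds plus 3 SD, cut at about 21% in these data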;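 note: 0% = DMSO alone and 100% = DMSO wells spiked with extra 5 µM PC-3 D3A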
#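 Compound: 8.5 µM single point, 0.8% DMSO / Material: Autoprocessing-dead procaspase-3 D3A mutant enzyme / Timing: 1 h preincubation plus 2 h reaction at 25 °C / Medium: Zinc-free HEPES/NaCl buffer with 0.01% Triton X-100 at pH 7.4 / Technique: 405 nm absorbance of p-nitroaniline, reads at 0 and 120 min / Repeats: one well per compound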
# procasp7 counter: counter-screen: procaspase-7 (human) activation. activation, % at 8.5 µM. P55210. 330,000 compounds, 0.093% hits. recombinant procaspase-7, Ac-DEVD-pNA absorbance 405 nm; D23A/D198A/D206A triple mutant, cannot self-cleave; scale: DMSO 0, 5 µM enzyme 100;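 active = percent activation above the screen-wide mean plus 3 SD, cut at about 25% in these data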
#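 signal = Epi-absorbance of released pNA at 405 nm, two timepoints | assay system = Uncleavable procaspase-7 mutant enzyme | reagent = Ac-DEVD-pNA substrate, 400 µM as added | times = 1 h enzyme–compound preincubation and 2 h substrate reaction, both 25 °C | benchmarks = low DMSO alone, high DMSO plus 5 µM PC-7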
# AHR act: activates the human aryl hydrocarbon receptor | P35869 | 320,000 compounds, 2.5% hits | activation, % at 5 µM | AHR-responsive luciferase reporter cells, luminescence; in the data active = activation above about 47%;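 note: 0% = vehicle wells and 100% = reference agonist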
# RPL19A TOR yeast: yeast TOR pathway RPL19A-GFP modulation; S. cerevisiae RPL19A-GFP strain, flow cytometry, 3 h; stronger effect = lower value; percent response vs DMSO, % at 10 µM; 330,000 compounds, 0.3% hits; AID 2025;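 active = percent response vs DMSO below 50%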;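 note: median channel GFP fluorescence of the barcoded RPL19A-GFP strain; ratio of sample median GFP to plate DMSO average so 100% = DMSO; lower means less RPL19A-GFP as with rapamycin TOR inhibition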
# LAP4-GFP MLPCN: yeast TOR pathway LAP4-GFP modulation. 320,000 compounds, 0.34% hits. GFP response vs DMSO, % at 10 µM. AID 2023. S. cerevisiae LAP4-GFP multiplex, flow cytometry GFP, 3 h; median GFP as percent of DMSO wells;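 active = GFP response vs DMSO above a set limit, about the screen mean plus 3 SD, cut at about 150% in these data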
# MEP2-GFP yeast: yeast TOR pathway MEP2-GFP modulation | GFP response vs DMSO, % at 10 µM | AID 2016 | 330,000 compounds, 0.51% hits | S. cerevisiae MEP2-GFP strain, flow cytometry GFP, 3 h; 100% = DMSO control level;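 active = GFP response versus DMSO above a set limit, roughly screen mean plus 3 SD, cut at about 180% in these data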;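 note: median GFP fluorescence of the barcode-gated MEP2-GFP cells per well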
# ZTA counter: blocks Epstein-Barr virus ZTA, an EBNA-1 counter-screen. P03206. ZTA-DNA binding, fluorescence polarization. inhibition, % at 11 µM. 320,000 compounds, 0.15% hits. AID 2234; in the data active = inhibition above about 33%
# Starred values were filed as active, the others as inactive; x = not tested or not shown; [ ] = another dose, or the depositor's remark.
# Second line of a record – EBNA-1 inh	proCasp3 act	procasp7 counter	AHR act	RPL19A TOR yeast	LAP4-GFP MLPCN	MEP2-GFP yeast	ZTA counter
> COc1ccc(CCN2C(=O)NC(NS(=O)(=O)c3ccc(N)cc3)(C(F)(F)F)C2=O)cc1OC (stereo unspecified)
    -4.0	4.9	-0.9	-0.7	100.0	84.1	101.8	-6.6
> Cc1noc(C)c1C(=O)Nc1nc(-c2ccc(F)c(F)c2)cs1
    x	6.9	9.9	40.2	95.2	108.0	97.2	-2.6
> CC(NC(=O)COC(=O)c1cc(Cl)ccc1O)C1CC2CCC1C2 (stereo unspecified)
    x	0.3	8.7	8.1	96.8	108.2	99.7	8.9
> CC(C)CN(C(=O)COC(=O)CNC(=O)c1ccccc1F)C1CCS(=O)(=O)C1 (stereo unspecified)
    2.9	1.8	11.7	1.8	95.0	106.3	97.1	0.0
> COc1ccc(CNC(=O)Cn2cnc3c(OCc4ccccc4)ncnc32)cc1
    x	-2.3	-8.3	0.3	87.0	85.0	84.7	x
> O=c1cc(CN2CCOCC2)c2cc(Cl)c(O)cc2o1
    -5.5	-6.9	1.3	2.1	96.9	96.2	100.8	-3.0
> N#Cc1ccc(NCC(=O)Nc2ccc3c(c2)OCCO3)cc1
    -0.8	-2.2	2.3	1.3	101.3	99.1	109.4	4.8
> COc1ccc(-c2nc(CNS(=O)(=O)c3cc(OC)ccc3OC)cs2)cc1
    -12.1	-2.7	0.3	22.5	93.9	93.9	94.7	0.1
> COc1ncccc1C(=O)NC1CCCc2c1cnn2-c1ccc(C)c(C)c1 (stereo unspecified)
    7.5	-1.4	-2.7	1.9	107.5	113.7	106.7	2.5
> COc1ccc(C(=O)NC2CCCc3ccccc32)cc1OC1CCN(C(C)=O)CC1 (stereo unspecified)
    2.6	3.9	4.5	4.9	95.2	105.5	100.5	-13.7
> Cc1ccc(C(=O)c2c(NC(=O)c3cccnc3)sc3c2CCCC3)cc1
    -3.0	5.5	6.2	30.9	94.7	102.2	101.9	5.8
> Cc1c(-c2nnc(-c3ccc(C(F)(F)F)cc3)o2)cnn1-c1ccccc1
    -4.3	13.6	2.0	0.0	98.4	99.3	105.9	-4.5
> CC1=NN(c2ccccc2)C(=O)C1C(=O)c1ccc(Cl)cc1 (stereo unspecified)
    -5.6	6.4	8.4	10.7	100.8	94.6	97.4	-4.0
> CCOc1ccc(CCNC(=O)c2ccc(=O)[nH]c2)cc1OCC
    -3.0	-1.3	4.5	2.4	103.3	76.4	96.9	1.0
> CN(Cc1cc2ccccc2[nH]c1=O)C(=O)C1CCCCC1
    -10.1	6.3	4.9	0.1	91.2	87.7	98.3	-9.8
> COc1ccc(CN2C(=O)c3cccnc3C2=O)cc1S(=O)(=O)N1CCOc2ccccc21
    2.8	2.4	-3.5	3.6	45.1*[may fluoresce violet]	110.0[may fluoresce violet]	333.6*[may fluoresce violet]	-4.1
> CC(=O)O[C@@]1(C)C[C@@H](O)[C@]2(O)C=CO[C@@H](O[C@@H]3O[C@H](CO)[C@@H](O)[C@H](O)[C@H]3O)[C@@H]21
    x	8.4	13.3	2.0	93.5	94.0	92.7	-13.5
> CCC(C)(C)NC(=O)CN(C(=O)CCC(=O)Nc1nccs1)c1cccc(C)c1
    5.7	-2.1	12.0	-0.3	99.5	86.2	99.1	11.2
> [N-]=[N+]=NC[C@H](c1ccccc1)N1CCN(Cc2ccccc2)CCC1=O
    9.0	8.2	-2.3	4.1	101.5	115.0	97.3	8.1
> CN1CCC/C1=C1/C(=O)N(c2ccccc2)N=C1NC(=O)Nc1cccc(Cl)c1
    14.3	2.4	-8.9	-0.3	93.1	106.0	98.5	1.3
> COc1ccc(NC(=O)C(NCC(C)C)c2ccccc2)cc1Cl (stereo unspecified)
    6.8	-8.2	5.6	-0.4	99.5	103.5	109.3	-5.1
> CC(C(=O)Nc1ccc2c(c1)OCO2)N(c1ccc(Cl)cc1)S(C)(=O)=O (stereo unspecified)
    2.9	-3.1	-1.6	26.2	94.7	105.0	108.7	15.8
> c1ccc(N2CCN(C3CCSC3)CC2)cc1 (stereo unspecified)
    -7.4	-4.8	-0.7	-1.7	91.1	87.1	88.8	-10.8
> O=C(CCN1C(=O)c2ccccc2C1=O)NCc1ccccc1
    11.3	3.8	3.0	-0.8	99.5	96.7	96.9	4.2
> CCOC(=O)C(NC(=O)CC)(Nc1ccccc1)C(F)(F)F (stereo unspecified)
    -3.4	1.8	3.3	-4.5	101.0	95.8	103.2	3.5
> Cc1cccc(NC(=O)c2cc([N+](=O)[O-])ccc2N2CCCCC2)n1
    5.9	6.1	-8.0	-1.7	90.7	105.8	93.8	9.8
> Fc1ccc(Br)cc1C1C=C(c2cccnc2)Nc2ncnn21 (stereo unspecified)
    -11.0	1.9	6.2	58.8*	108.8	86.4	146.7	-16.4
> COc1ccc(CN(CC(=O)NCc2ccc(F)cc2)C(=O)CCC(=O)Nc2nccs2)cc1
    -9.0	-0.5	4.2	-0.5	90.1	77.0	92.5	-4.4
> O=C(NCCN1C(=O)C2C3C=CC(C3)C2C1=O)Nc1cccnc1 (stereo unspecified)
    0.6	-2.9	8.2	6.0	104.2	101.3	116.2	13.8
> CC1CN(S(=O)(=O)c2ccc(C(=O)Nc3nccs3)cc2)CC(C)O1 (stereo unspecified)
    -3.7	5.8	10.8	2.2	87.2	85.7	84.6	-3.4
> CC(=O)Nc1ccc(OCCCNC(=O)c2c(-c3ccccc3)noc2C)cc1
    18.5	8.1	3.9	3.2	101.0	x	101.8	18.3
> COC(=O)Cc1cc(=O)n2[nH]c(C)c(-c3ccccc3)c2n1
    1.1	0.1	-0.9	0.5	107.5	109.8	111.3	-6.7
> CCCCOc1ccc(C(=O)N(CC)CC(=O)NCc2cccs2)cc1
    -0.4	-1.0	-2.7	6.9	103.1	106.3	110.8	-2.6
> Cc1ccc(SCCOCCN2CCc3ccccc3C2)cc1
    -1.0	-3.2	7.2	0.5	95.8	93.5	103.0	17.5
> COCCCNC(=O)CNC(=S)N(Cc1ccc(F)cc1)C1CCCCC1
    -5.0	-2.2	4.0	2.2	95.9	100.1	101.9	-2.5
> O=C(Nc1cccc(Cl)c1)c1ccc(=O)[nH]n1
    -23.4	-2.5	-0.5	148.2*	86.5	102.1	91.8	5.6
> O=C(c1ccco1)N1CCN(Cc2cccc(C(F)(F)F)c2)CC1
    0.8	0.2	10.5	-0.6	109.1	102.7	115.8	2.4
> CCc1ccc(N2C(=O)C3CCCN3C2=S)cc1 (stereo unspecified)
    -2.1	-7.0	-15.1	3.8	102.7	99.0	109.4	-5.2
> O=C(COC(=O)c1ccc(Br)o1)NCc1ccc(Cl)cc1
    x	21.1	-9.6	0.0	99.5	94.2	103.8	x
> COc1cccc(/C=N/NC(=O)C(=O)NCc2cccnc2)c1OC
    -13.1	0.4	2.6	4.3	95.0	106.1	96.6	-5.7
> CC1=C(C(=O)OC(C)C)C(/C=C/c2ccccc2)NC(=O)N1 (stereo unspecified)
    18.1	3.8	15.7	0.8	105.6	91.7	99.2	-10.8
> CCCCc1nc(NCCNC(=O)c2ccco2)c(C#N)c2c1CSC(C)(C)C2
    8.5	-10.3	-25.9	3.4	107.5	101.3	97.5	-3.6
> COC(/C=C/Nc1ccc(C)cc1)=C(C#N)C#N
    10.4	1.9	0.1	15.2	98.3	103.7	106.0	2.5
> O=C(CSC1CN(C(c2ccccc2)c2ccccc2)C1)N/N=C/c1ccccc1
    -10.8	-17.1	-9.6	2.9	94.6	95.5	95.4	-12.6
> CC(=O)Nc1ccc(S(=O)(=O)NCC(=O)OCC(=O)NCc2ccc3c(c2)OCO3)cc1
    x	10.0	1.6	-0.9	98.5	102.2	104.9	x
> O=C(N1CCOCC1)N1CCN(S(=O)(=O)c2ccc(Cl)cc2)CC1
    -5.5	2.2	0.9	1.3	102.0	106.8	108.2	-10.0
> CCNC(=S)N1CCn2cccc2C1c1ccc(F)cc1 (stereo unspecified)
    -8.5	3.4	4.9	1.5	100.4	117.8	143.8	-21.1
> COc1cccc(CN2CC(C(=O)NC3CCC3)CCC2=O)c1 (stereo unspecified)
    -5.5	-5.2	9.6	2.0	100.5	98.9	102.9	1.6
> O=C(CCSCc1cccc(F)c1)NCc1ccc(F)cc1
    10.5	-6.0	0.5	-0.1	101.3	97.1	101.5	17.9
> CCC(=O)NC(=Nc1nc2ccccc2s1)NC(=O)CC
    -2.8	3.3	7.0	-1.0	92.1	118.2	100.3	13.5

# Two entries from above, with tabs:
structure	EBNA-1 inh	proCasp3 act	procasp7 counter	AHR act	RPL19A TOR yeast	LAP4-GFP MLPCN	MEP2-GFP yeast	ZTA counter
O=C(CSC1CN(C(c2ccccc2)c2ccccc2)C1)N/N=C/c1ccccc1	-10.8	-17.1	-9.6	2.9	94.6	95.5	95.4	-12.6
CC(=O)Nc1ccc(S(=O)(=O)NCC(=O)OCC(=O)NCc2ccc3c(c2)OCO3)cc1	x	10.0	1.6	-0.9	98.5	102.2	104.9	x

# More records
# Second line of a record – EBNA-1 inh	proCasp3 act	procasp7 counter	AHR act	RPL19A TOR yeast	LAP4-GFP MLPCN	MEP2-GFP yeast	ZTA counter
> CC(C)OC(=O)CSc1nnc(C2CCCCC2)n1N
    -2.6	4.8	6.0	-1.9	97.6	100.7	97.1	-1.6
> Cc1ccc(NC2OC(CO)C(O)C(O)C2O)cc1 (stereo unspecified)
    7.8	6.2	-4.7	0.3	98.5	96.9	96.6	-8.8
> CC1CN(C(=O)COC(=O)c2cnc(Cl)c(Cl)c2)CC(C)O1 (stereo unspecified)
    x	6.8	-9.7	0.6	100.2	86.0	94.5	x
> CCOC(=O)Cn1c(=O)oc2cc(S(=O)(=O)NC(C)c3ccccc3)ccc21 (stereo unspecified)
    3.0	11.2	0.0	-1.2	103.0	98.5	107.5	-1.4
> COc1cccc(OC)c1OCCCCN1CCCCC1
    12.7	0.5	10.7	0.9	105.1	86.2	97.2	10.6
> O=C(O)c1ccccc1NC(=O)N1CCOCC1
    -9.2	1.0	-8.1	12.6	98.6	106.4	99.3	-2.4
> CCCCN1C(=O)C(=O)N(CC(=O)N2CCc3ccccc32)C1=O
    x	-5.8	0.8	13.0	98.6	104.7	98.9	-1.1
> O=C(Nc1nc(-c2ccccc2)cs1)C1CCCN(S(=O)(=O)c2cccc([N+](=O)[O-])c2)C1 (stereo unspecified)
    -10.4	2.1	-4.0	7.0	104.6	103.4	108.3	-6.3
> COc1ccccc1N1CCN(C(=O)c2cc(C)on2)CC1
    -4.2	1.1	5.7	-1.3	98.8	98.4	100.6	0.8
> CN(C)C(=O)[C@@H]1C[C@H]1[C@@H](NC(=O)OCc1ccccc1)c1ccccc1
    -0.2	16.6	6.1	-0.7	x	x	x	-3.2
> O=C(CNS(=O)(=O)c1c(F)cc(F)cc1Br)OCC(=O)N1CCCC1=O
    4.6	-2.0	8.1	1.8	103.7	112.2	101.6	2.3
> Cc1cccc(NC(=O)CSc2nnc(-c3ccco3)c(-c3ccco3)n2)c1C
    0.5	-9.0	-20.1	4.8	104.0	99.9	112.6	19.5
> O=C(NCC1CCCCC1)c1cc2ccccc2cc1O
    -0.4	6.6	5.8	16.6	97.8	82.0	100.7	-18.0

# Looked up one by one from above:
# Second line of a record – EBNA-1 inh	proCasp3 act	procasp7 counter	AHR act	RPL19A TOR yeast	LAP4-GFP MLPCN	MEP2-GFP yeast	ZTA counter
> CC(=O)O[C@@]1(C)C[C@@H](O)[C@]2(O)C=CO[C@@H](O[C@@H]3O[C@H](CO)[C@@H](O)[C@H](O)[C@H]3O)[C@@H]21
    x	8.4	13.3	2.0	93.5	94.0	92.7	-13.5
> COc1ncccc1C(=O)NC1CCCc2c1cnn2-c1ccc(C)c(C)c1 (stereo unspecified)
    7.5	-1.4	-2.7	1.9	107.5	113.7	106.7	2.5

# High-throughput results deposited in PubChem BioAssay by several laboratories.
